Source: PubChem BioAssay (several laboratories)
3CLpro inhibitor = SARS-CoV 3CLpro protease inhibition; recombinant SARS-CoV 3CLpro, quenched FRET peptide cleavage; inhibition, % at 6 µM; 290,000 tested, 0.14% active; AID 1706; in the data active = inhibition above about 12%
Anthrax LF prot = blocks Bacillus anthracis lethal factor protease | P15917 | multiplex microsphere protease cleavage assay, LF | inhibition, % at 10 µM | 360,000 tested, 0.12% active; also: plate controls were buffer without enzyme for full effect and enzyme alone for no effect
Target sequence (P15917 whole entry, looked up): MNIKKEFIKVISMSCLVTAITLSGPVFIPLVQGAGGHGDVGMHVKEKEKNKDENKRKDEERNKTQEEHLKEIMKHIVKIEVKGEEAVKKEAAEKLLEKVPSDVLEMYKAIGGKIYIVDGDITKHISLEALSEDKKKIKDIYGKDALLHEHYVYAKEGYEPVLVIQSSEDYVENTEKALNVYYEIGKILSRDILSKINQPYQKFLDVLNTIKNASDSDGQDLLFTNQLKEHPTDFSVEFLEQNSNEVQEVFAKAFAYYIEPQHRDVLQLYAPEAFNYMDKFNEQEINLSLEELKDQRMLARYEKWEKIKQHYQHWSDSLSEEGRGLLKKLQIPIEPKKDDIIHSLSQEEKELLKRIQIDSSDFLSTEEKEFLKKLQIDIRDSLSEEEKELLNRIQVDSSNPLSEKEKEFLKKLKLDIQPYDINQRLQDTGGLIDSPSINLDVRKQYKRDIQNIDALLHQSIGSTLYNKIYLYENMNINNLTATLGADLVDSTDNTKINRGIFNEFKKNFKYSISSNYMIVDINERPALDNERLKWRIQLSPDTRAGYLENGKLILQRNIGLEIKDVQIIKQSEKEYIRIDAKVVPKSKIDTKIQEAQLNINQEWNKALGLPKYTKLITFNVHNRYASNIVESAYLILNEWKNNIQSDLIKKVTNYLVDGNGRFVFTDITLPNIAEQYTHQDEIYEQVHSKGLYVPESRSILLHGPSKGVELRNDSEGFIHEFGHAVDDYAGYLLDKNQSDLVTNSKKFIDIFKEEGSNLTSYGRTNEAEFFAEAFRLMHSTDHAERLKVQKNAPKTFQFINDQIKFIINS
MazEF act = activators of E. coli MazEF toxin-antitoxin RNase; activation, % at 20 µM; 350,000 tested, 0.32% active; FAM/BHQ RNA-DNA oligo cleavage fluorescence, 5 h; AID 504720; in the data active = activation above about 50%
Target sequence (P0AE70 whole entry, looked up): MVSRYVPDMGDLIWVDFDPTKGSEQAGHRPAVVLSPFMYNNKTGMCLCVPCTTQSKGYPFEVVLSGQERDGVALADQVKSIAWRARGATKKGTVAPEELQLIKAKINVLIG
CCHF vOTU inh = CCHFV vOTU protease inhibition | 370,000 tested, 0.55% active | Pep-AMC fluorescence | inhibition, % at 11.5 µM | AID 651958; in the data active = inhibition above about 30%; also: 0% = vehicle wells with enzyme and 100% = no enzyme wells
PrPC TRFRET = cell surface PrPC inhibition, primary TR-FRET screen; TR-FRET read-out; 370,000 tested, 0.43% active; inhibition, % at 13.8 µM; in the data active = inhibition above about 24%; also: 0% = median of the test wells and 100% = reference compound wells
BoNT-A LC inh2 = blocks Botulinum neurotoxin A light chain protease; multiplex microsphere protease substrate cleavage, flow cytometry; 360,000 tested, 0.17% active; inhibition, % at 10 µM; AID 588499; also: plate controls were buffer without enzyme for full effect and enzyme alone for no effect
VHR inh abs = DUSP3 (human) phosphatase inhibition. inhibition, % at 13.3 µM. recombinant VHR phosphatase, pNPP absorbance. 290,000 tested, 0.52% active. P51452; in the data active = inhibition above about 50%; also: some compounds called inactive have numbers as strong as hits
SSB-PriA inh = blocks PriA binding to SSB C-terminal tail. AlphaScreen SSBct-PriA binding, biotinylated peptide. AID 1272365. 430,000 tested, 0.6% active. inhibition, % at 33 µM; in the data active = inhibition mostly above about 37%, no sharp cut-off; inactive = mostly below about 20%;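 also: plate controls were negative control peptide for no effect and reference peptide for full effect; strong numbers were not always called active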
Rv3671c inh = inhibits the M. tuberculosis serine protease Rv3671c. inhibition, % at 5.96 µM. AID 2606. P9WHR9. 320,000 tested, 0.048% active; in the data active = inhibition above about 38%;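 also: extracellular domain of Rv3671c used as enzyme; 0% = enzyme with DMSO and 100% = no enzyme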
BoNT F protease = blocks Botulinum neurotoxin F light chain protease | Multiplex microsphere protease cleavage assay, flow cytometry | 360,000 tested, 0.22% active | inhibition, % at 10 µM; in the data active = inhibition above about 35%, passing the limit was not always enough; inconclusive = no clear call, values can overlap the other calls; also: plate controls were buffer without enzyme for full effect and enzyme alone for no effect
Numbers without * were called inactive; ? = inconclusive; / = not tested or not shown. Rule as the data show it, unless noted: active = inhibition above about 30%; inconclusive = no clear call, values can overlap the other calls; inactive = below that.

cpd	SMILES	3CLpro inhibitor	Anthrax LF prot	MazEF act	CCHF vOTU inh	PrPC TRFRET
1	Cc1ccc(NC(=O)COC(=O)CCNS(=O)(=O)c2ccc(C)c(C)c2)cc1	0	0	0	-7	5
2	CCC(=O)N(CC(=O)Nc1sc(C)c(C)c1C(N)=O)C1CCCC1	3	3	4	8	6
3	COc1ccccc1CNC(=O)c1cc(-c2ccc(F)cc2OC)n[nH]1	/	-5	/	7	-4
4	CCOc1ccc(S(=O)(=O)NCCC(=O)NCC(c2ccccc2OC)N2CCCC2)cc1 (centres undefined)	-3	1	-4	3	-2
5	COc1c2c(c(OC)c3ccccc13)[C@@]1(OC2)O[C@H](CCO)C[C@H](O)[C@H]1O	/	0	2	2	-1
6	N#Cc1c(NC(=O)c2cc(-n3cnnc3)ccc2Cl)sc2c1CCCC2	-1	1	-8	18	-5
7	Cn1c(SCc2ccc(Br)cc2)nnc1-c1cccs1	-2	-4	2	25	6
8	Cc1cccn2cc(-c3cccc(NC(=O)c4cccs4)c3)nc12	-1	4	16	-7	5
9	CS(=O)(=O)N1CCN(C(=S)NCc2ccc(Cl)cc2)CC1	0	-8	-10	2	4
10	N/C(=N\OC(=O)Cc1ccccc1)c1cccnc1	2	-7	-2	4	-2
11	O=C1CCCCCC(=O)[C@H](O)C[C@H](c2ccccc2)O1	/	5	/	-6	-7
12	O=C1N[C@H](Cc2ccccc2)COC(=O)[C@H](Cc2ccc(F)cc2)C/C=C\C[C@H]1CC(=O)N(CCO)Cc1ccccc1	/	-6	-3	4	3

cpd	BoNT-A LC inh2	VHR inh abs	SSB-PriA inh	Rv3671c inh	BoNT F protease
1	-0.4	0	-12	8	-7
2	-0.7	4	-5	4	-10
3	0.3	/	/	/	2
4	-0.6	-2	-5	/	-2
5	-0.6	/	/	/	0
6	0.7	20	-7	-2	3
7	0.6	12	7	-1	3
8	0.4	23	9	-5	-2
9	-0.6	0	2	0	1
10	7.0	26	/	-5	6
11	-0.4	/	/	/	0
12	-0.1	/	-8	-4	2

A draw from above in order of count of non-hydrogen atoms, low to high.
cpd	SMILES	3CLpro inhibitor	Anthrax LF prot	MazEF act	CCHF vOTU inh	PrPC TRFRET
10	N/C(=N\OC(=O)Cc1ccccc1)c1cccnc1	2	-7	-2	4	-2
7	Cn1c(SCc2ccc(Br)cc2)nnc1-c1cccs1	-2	-4	2	25	6
9	CS(=O)(=O)N1CCN(C(=S)NCc2ccc(Cl)cc2)CC1	0	-8	-10	2	4
2	CCC(=O)N(CC(=O)Nc1sc(C)c(C)c1C(N)=O)C1CCCC1	3	3	4	8	6
3	COc1ccccc1CNC(=O)c1cc(-c2ccc(F)cc2OC)n[nH]1	/	-5	/	7	-4
5	COc1c2c(c(OC)c3ccccc13)[C@@]1(OC2)O[C@H](CCO)C[C@H](O)[C@H]1O	/	0	2	2	-1
1	Cc1ccc(NC(=O)COC(=O)CCNS(=O)(=O)c2ccc(C)c(C)c2)cc1	0	0	0	-7	5
4	CCOc1ccc(S(=O)(=O)NCCC(=O)NCC(c2ccccc2OC)N2CCCC2)cc1 (centres undefined)	-3	1	-4	3	-2
12	O=C1N[C@H](Cc2ccccc2)COC(=O)[C@H](Cc2ccc(F)cc2)C/C=C\C[C@H]1CC(=O)N(CCO)Cc1ccccc1	/	-6	-3	4	3

cpd	BoNT-A LC inh2	VHR inh abs	SSB-PriA inh	Rv3671c inh	BoNT F protease
10	7.0	26	/	-5	6
7	0.6	12	7	-1	3
9	-0.6	0	2	0	1
2	-0.7	4	-5	4	-10
3	0.3	/	/	/	2
5	-0.6	/	/	/	0
1	-0.4	0	-12	8	-7
4	-0.6	-2	-5	/	-2
12	-0.1	/	-8	-4	2

(next part)
cpd	SMILES	3CLpro inhibitor	Anthrax LF prot	MazEF act	CCHF vOTU inh	PrPC TRFRET
13	O=S(=O)(NCCCCCCNS(=O)(=O)c1c(F)cccc1F)c1ccc2c(c1)OCCO2	/	1	-1	-2	2
14	CC(CC(=O)N1CCc2ccccc21)n1cccn1 (centres undefined)	0	1	6	35*	-5
15	CCNC(=O)CSc1nc2cc(S(=O)(=O)Nc3ccc(OC)cc3)ccc2o1	5	-2	1	4	-2
16	CCCCC(=O)Nc1sc2c(c1C(N)=O)CCC2	-2	-3	9	-16	-7
17	O=C(NCc1ccco1)c1cccc2ccccc12	0	-3	-1	-7	8
18	COc1ccccc1N1CCN(CCCCN2C(=O)c3ccccc3C2=O)CC1	/	1	4	20	1
19	CC(C)NC(C)C(=O)c1ccc2ccccc2c1 (centres undefined)	-4	-3	-3	-12	-1
20	O=C(/C=C/c1ccc([N+](=O)[O-])cc1)NCCSCc1ccco1	-1	-4	-3	14	-35
21	CCc1cc(C(=O)N2CCCC(Nc3ccc(F)c(F)c3)C2)n(C)n1 (centres undefined)	-1	-6	0	11	2
22	COC(=O)N/N=C\c1ccc(OC/C=C/c2ccccc2)c(OC)c1	-8	1	4	12	2
23	COc1ccc(NC(=O)C2Cc3c(-c4cccc(NC(C)=O)c4)ccnc3O2)cn1 (centres undefined)	/	-3	/	-4	1
24	CN(C)c1ccc(/C=C/C(=O)c2ccc(O)cc2)cc1[N+](=O)[O-]	-2	0	6	0	-18

cpd	BoNT-A LC inh2	VHR inh abs	SSB-PriA inh	Rv3671c inh	BoNT F protease
13	0.1	/	-17	3	0
14	-1.9	25	-6	-2	-5
15	-2.7	-6	-17	-1	-6
16	-0.4	-4	-10	2	-13
17	-0.4	2	-7	9	-1
18	-0.4	/	9	-4	-6
19	0.0	20	-23	-4	0
20	-1.1	0	2	1	-12
21	-0.1	8	0	-2	12
22	2.6	47	/	-8	-6
23	-0.1	/	/	/	-2
24	-1.6	13	18	3	-12

Going on with the list:
cpd	SMILES	3CLpro inhibitor	Anthrax LF prot	MazEF act	CCHF vOTU inh	PrPC TRFRET
25	CCc1ccc(C(=O)OCC(=O)N(CCOC)c2c(N)n(Cc3ccccc3)c(=O)[nH]c2=O)cc1	/	12	7	-6	0
26	COc1ccc(CCc2nnc(N)s2)cc1OC	-1	-20	-1	-16	0
27	CCOC(=O)/C(C#N)=C1\C(=O)N(Cc2ccccc2)c2ccccc21	3	-4	2	-4	-8
28	CC(=O)Nc1ccc2c3c(cccc13)CC2	-6	-21	-2	-2	-9
29	Cc1cc(NC(=S)Nc2ccccc2)ccc1Br	1	-3	-5	-15	1
30	O=S(=O)(Nc1cc(S(=O)(=O)N2CCOCC2)ccc1NCC1CCCO1)c1ccccc1 (centres undefined)	/	-6	7	0	-4
31	Cc1cc(C(=O)NCc2ccc(S(N)(=O)=O)cc2)c(C)o1	-1	1	8	-4	-7
32	Cc1cccc(NC(=S)NCc2ccc3c(c2)cc(C)n3C)c1C	1	-74	12	19	28*
33	O=C(COC(=O)C1CCCCC1)Nc1cccc(Br)c1	/	-4	0	-5	0
34	O=C(Nc1ccc(OCc2ccccc2)cc1)c1ccccc1	2	0	2	-7	3
35	Cc1nc(SCC(=O)c2ccc(F)c(F)c2)[nH]c(=O)c1Oc1ccc(Cl)cc1	5	-4	-13	4	-2
36	COc1ccc(C(O)c2nc(-c3cccc(CO)c3)cs2)cc1 (centres undefined)	/	-8	/	18	9

cpd	BoNT-A LC inh2	VHR inh abs	SSB-PriA inh	Rv3671c inh	BoNT F protease
25	11	/	8	-1	47*
26	-3.7	13	4	-2	?
27	-0.5	9	-1	-5	?
28	-0.9	/	-19	-4	-4
29	0.0	41	-1	-2	-3
30	0.1	/	2	-1	-3
31	-0.3	7	-25	0	-13
32	47*	5	72*	4	-125
33	-0.8	/	-20	-13	-2
34	-0.3	47	-1	-3	-3
35	0.3	-1	-6	0	0
36	-0.9	/	/	/	-6

(listing goes on)
cpd	SMILES	3CLpro inhibitor	Anthrax LF prot	MazEF act	CCHF vOTU inh	PrPC TRFRET
37	O=C(Nc1ccccc1[N+](=O)[O-])OCC=Cc1ccccc1	/	-2	0	6	-3
38	COc1cc(/C=C2/C(C)=C(C#N)c3nc(N)c(C#N)c(C)c32)ccc1OCC(=O)O	-5	/	11	13	-3
39	COc1ccc(-c2nc3nc(N)nn3cc2C)cc1F	-1	0	4	-13	0
40	Cc1cccc2c(=O)c(Br)c(C)n(Cc3ccccc3)c12	1	-9	-4	1	-3
41	CCC1=NN(C(=O)Cc2ccc([N+](=O)[O-])cc2)C(O)(c2ccncc2)C1 (centres undefined)	0	3	-1	-1	-8
42	Cc1ccc(C2C3C(=O)N(c4ccccc4)C(=O)C3N3CCCN23)cc1 (centres undefined)	6	-6	-1	9	3
43	Cc1cc(C)cc(N(CC(=O)N2CCCCCC2)S(C)(=O)=O)c1	-6	11	9	-9	-6
44	O=C(CCN1C(=O)/C(=C/c2ccc(Cl)cc2)SC1=S)NCCCn1ccnc1	-4	-2	1	9	-10
45	CCC(=O)NC(c1cccs1)c1ccc2cccnc2c1O (centres undefined)	-3	10	5	0	20
46	CCOC(=O)C1CCN(C(=O)c2cccc(C(=O)N3CCC(C(=O)OCC)CC3)c2)CC1	0	2	-15	11	-2
47	COc1ccccc1C(=O)N/C(=C\c1cn(S(=O)(=O)N(C)C)c2ccccc12)C(=O)NCCCN1CCOCC1	-6	2	1	-12	-8
48	Cc1cnc(C(=O)OCC(=O)Nc2cc(S(=O)(=O)N3CCOCC3)ccc2Cl)cn1	/	-5	5	13	-3

cpd	BoNT-A LC inh2	VHR inh abs	SSB-PriA inh	Rv3671c inh	BoNT F protease
37	-0.6	/	/	/	-3
38	/	22	-2	0	/
39	-0.8	22	1	3	4
40	0.0	17	-14	13	-2
41	-0.6	10	-8	1	0
42	-0.2	22	-7	-1	7
43	0.0	0	-2	-1	6
44	0.0	11	13	-53	-3
45	-1.1	3	33	2	-3
46	?	1	-8	1	-3
47	-0.6	7	-5	-5	-6
48	0.6	/	-1	6	-6

Next part:
cpd	SMILES	3CLpro inhibitor	Anthrax LF prot	MazEF act	CCHF vOTU inh	PrPC TRFRET
49	OC(CSc1ccccc1)CN1CCN(c2ccccc2)CC1 (centres undefined)	/	-5	4	-6	-5
50	CCC(=O)OCC(=O)C1(OC(=O)CC)[C@H](C)C[C@H]2[C@H]3[C@H]([C@@H](O)C[C@@]21C)[C@@]1(C)C=CC(=O)C=C1C[C@H]3Cl (some centres undefined)	/	-9	8	6	-1
51	COc1ccc(S(=O)(=O)N(Cc2cccs2)C2CCCC2)cc1	0	3	-7	3	-1
52	CC(C)CCN1C(=O)CCC1(C)C(=O)NC1CCCCCC1 (centres undefined)	4	1	6	/	/
53	Cc1ccc(CNC(=O)c2c(-c3ccccc3)noc2C)cc1	-1	-7	14	-4	0
54	Cn1nc(C(=O)OCC(=O)Nc2cc(Cl)ccc2C#N)c2ccccc2c1=O	/	4	19	-9	0
55	COc1cccc(-c2cc(CC3(O)CCN(CCCc4ccccc4)CC3)on2)c1	-1	-8	5	/	/
56	CC1=C(C(=O)OC(C)C)C(c2ccc(C)o2)C(C(=O)OC(C)C)=C(C)N1	5	-1	-11	12	15
57	O=S1(=O)CCC(NC2CCCC2)C1 (centres undefined)	1	-11	8	-15	2
58	CCOCCCNC(=O)Cn1cnc2c(cnn2-c2ccc(F)cc2)c1=O	-2	12	-1	-1	5
59	CCCNC(=O)CN1CCN(S(=O)(=O)c2ccc(Br)s2)CC1	/	-4	-6	-13	-5
60	CS(=O)(=O)Nc1ccc2[nH]c(=O)[nH]c2c1	2	2	3	/	/
61	O=C(O)c1ccc(-c2nnn(Cc3cccc(C(F)(F)F)c3)n2)cc1	-1	0	6	-10	4

cpd	BoNT-A LC inh2	VHR inh abs	SSB-PriA inh	Rv3671c inh	BoNT F protease
49	-0.1	/	-6	/	5
50	-1.2	/	-5	2	-4
51	0.9	22	-59	-13	16
52	0.0	21	-8	7	-1
53	-0.3	/	-9	6	?
54	0.5	/	7	-4	2
55	-3.5	9	2	-5	-33
56	-0.9	5	-7	2	0
57	-2.5	2	4	2	?
58	0.4	-16	-14	-1	?
59	-1.0	/	0	3	-5
60	-0.2	18	-4	-13	-2
61	-0.8	-5	-8	-2	-6

A portion of the library, so the mix of outcomes need not match the whole.
